Giardia killer – kills Giardia lamblia. Giardia lamblia trophozoite viability. activity change, % at 7.66 µM, hits read low. 340,000 tested, 0.15% active. AID 540267; in the data active = activity change below about -80%; inconclusive = between about -30% and that limit;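 also: parasites exposed to compound for two days anaerobically before the ATP read; % is scaled to controls: 0 for no effect and ±100 for the full control effect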
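Giardia lamblia trophozoites (100 cells/well) were incubated with compounds for 48 h at 37 deg C under anaerobic conditions. Viability was read as ATP content by one-step luminescence after 15-30 min at room temperature.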
MLL CXXC-DNA inh – inhibitors of human MLL CXXC domain-DNA interaction; AID 2662; Potency, µM (highest dose often 115 µM), for the others: top-dose activity change, negative = inhibition, usual class: inhibitors; 290,000 tested, 0.037% active; Q03164; MLL-CXXC / FITC-HOXA9 DNA fluorescence polarization; active = well fitted inhibition curve with a large enough effect in the polarisation, with a control signal flat, not every such curve was filed as active; inconclusive = small, poorly fitted or top-dose-only effect, or effect the other way, or a change in a side signal; inactive = no such curve, though single readings can be large or run the other way; the % refers to the polarisation; also: potency is read from the fitted curve at half-maximal effect
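Steps: dispense CXXC domain solution (7 uM) → pin compounds or unlabeled HOX-A9 DNA control → 5 min ambient → add FLSN-HOX-A9 solution (50 nM) → spin → 30 min ambient → fluorescence polarization. Tris pH 7.5/NaCl/DTT/BSA buffer.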
KCNH2 WT inh – inhibitors of human wildtype KCNH2 potassium channel; activity change, % at 1.84 µM; AID 720551; Q12809; 340,000 tested, 0.37% active; U2OS, BacMam KCNH2, thallium flux FluxOr; active compounds read low;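 active = maximum activity change below -70%; inconclusive = maximum activity change between -70% and -50%; inactive = maximum activity change above -50%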; also: % is scaled to controls: 0 for no effect and ±100 for the full control effect
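U2OS cells transduced with wild-type KCNH2 virus are loaded with FluxOr dye for 45 min, and thallium flux is measured in kinetic reads before and after stimulation buffer. Rate constants are normalized to DMSO controls.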
A-T KAP1 phos – candidate therapy for ataxia-telangiectasia; […] A-T fibroblasts, KAP-1 phosphorylation AlphaLISA; neocarzinostatin DNA damage 30 min before lysis; Potency, µM (titrated, usually from 57.5 µM), without a hit: at the top dose activation, actives largely listed as activators; 320,000 tested, 0.19% active; AID 485349; also: potency is read from the fitted curve at half-maximal effect; % of control where 0% means no effect; nearly all actives have a fitted effect of over 45% in size
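hTERT-immortalized A-T patient fibroblasts ([…]), 500 cells/well in OPTI-MEM, 1% FBS, got compounds for 60 min, then NCS for 30 min at 37C. Lysates were then assayed for phospho-KAP-1 by AlphaLISA (anti-pKAP1 donor, anti-KAP1 acceptor beads), 6 hr at 25C.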
TCR activator – T cell receptor activation; primary human leukocytes, anti-CD3, IL-2 HTRF, 48 h; Potency, µM (doses to about 9.22 µM), without a hit: at the top dose activation of IL-2 secretion, most hits filed as activators; 330,000 tested, under 10 active; AID 504894; also: % of control where 0% means no effect
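Human primary leukocytes + a-CD3 beads + cpd, 48 hr; IL-2 in supernatant by HTRF (ex 320nm / em 665nm). No co-stimulatory signal supplied.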
Tb PFK block – blocks T. brucei phosphofructokinase | 330,000 tested, 0.17% active | Potency, µM (highest dose often 57.5 µM), for inactives: at the top dose activity, negative = inhibition, hits mostly inhibitors | O15648 | T. brucei PFK, ADP-Glo luminescence | AID 485367;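 also: potency is read from the fitted curve at half-maximal effect; 0% = uninhibited 1x PFK enzyme wells and -100% = no-enzyme wells; nearly all actives have a fitted effect of over 60% in size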
Target sequence (O15648 whole entry, looked up): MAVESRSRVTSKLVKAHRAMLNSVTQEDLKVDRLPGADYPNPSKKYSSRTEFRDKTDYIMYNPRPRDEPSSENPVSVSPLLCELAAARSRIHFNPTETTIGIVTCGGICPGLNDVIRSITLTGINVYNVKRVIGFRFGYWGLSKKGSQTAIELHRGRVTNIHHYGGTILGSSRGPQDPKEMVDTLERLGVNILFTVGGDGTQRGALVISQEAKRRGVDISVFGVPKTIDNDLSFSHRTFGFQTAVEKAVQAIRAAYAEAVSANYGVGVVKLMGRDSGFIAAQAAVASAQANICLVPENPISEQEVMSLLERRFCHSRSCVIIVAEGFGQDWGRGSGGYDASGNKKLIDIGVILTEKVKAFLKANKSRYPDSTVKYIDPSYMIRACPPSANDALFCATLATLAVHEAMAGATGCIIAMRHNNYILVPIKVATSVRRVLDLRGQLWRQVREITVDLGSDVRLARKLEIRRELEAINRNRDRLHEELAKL
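Compounds were pin-transferred as a titration series up to 57 uM into substrate buffer (0.5 mM F6P, 0.1 mM ATP, pH 8.0), then 1.25 nM PFK was added and reactions ran 45 min before ADP-Glo detection.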
GALK inh – inhibitors of human galactokinase; P51570; Purified GALK, Kinase-Glo residual ATP luminescence; Potency, µM (titrated, usually from 57.5 µM), without a hit: top-dose activity change, negative = inhibition, usual class: inhibitors; 270,000 tested, 0.007% active; also: potency is read from the fitted curve at half-maximal effect; % is scaled to controls: 0 for no effect and ±100 for the full control effect
Target sequence (P51570 whole entry, looked up): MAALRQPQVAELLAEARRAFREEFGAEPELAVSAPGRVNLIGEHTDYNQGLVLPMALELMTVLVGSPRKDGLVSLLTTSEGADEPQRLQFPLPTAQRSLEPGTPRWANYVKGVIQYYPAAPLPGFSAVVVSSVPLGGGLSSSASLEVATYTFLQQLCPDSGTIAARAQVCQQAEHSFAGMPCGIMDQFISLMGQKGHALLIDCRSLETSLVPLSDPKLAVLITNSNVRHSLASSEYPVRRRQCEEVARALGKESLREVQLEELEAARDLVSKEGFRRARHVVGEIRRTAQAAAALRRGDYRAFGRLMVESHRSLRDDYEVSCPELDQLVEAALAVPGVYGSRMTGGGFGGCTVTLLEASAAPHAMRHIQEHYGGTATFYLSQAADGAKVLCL
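Luminescence from leftover ATP (Ultra-Glo luciferase/luciferin) served as read-out after a 1 h room-temperature reaction of 5 nM GALK with 35 uM ATP and 100 uM galactose.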
TSHR antag – blocks TSH signaling through the human TSH receptor; TSHR-expressing cells, TSH-stimulated cAMP HTRF, 2 h; active compounds read low; 330,000 tested, 0.2% active; activity change, negative = inhibition, % at 11.5 µM; AID 504810;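 active = activity change below a set negative limit, meaning inhibition stronger than a set level, cut at about -70% in these data; inconclusive = activity change between two set negative limits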; also: % is scaled to controls: 0 for no effect and ±100 for the full control effect
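Antagonism was scored as loss of TSH-driven cAMP in TSHR cells, stimulated with 4nM TSH (EC80) for 2 hours at 37 deg C and detected by homogeneous HTRF competition immunoassay.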
BCR signal inh – chronic active BCR signaling inhibition; 340,000 tested, 0.05% active; Potency, µM (titrated, usually from 46.1 µM), without a hit: top-dose ratio change, negative = lower green/red ratio, actives largely listed as inhibitors; ABC-DLBCL IkBa-CBG/CBR reporter, luminescence ratio, 4 h; active = well fitted inhibition curve with a large enough effect in the signal ratio, with a control signal flat, not every such curve was filed as active; inconclusive = small, poorly fitted or top-dose-only effect, or effect the other way, or a change in a side signal; the % refers to the signal ratio;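 also: potency is read from the fitted curve at half-maximal effect; plate controls were basal doxycycline-induced cells for no effect and cells given 10 µM MG132 for full effect; MG132 reads +100%, hits lower the ratio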
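Concentration-response series (up to 46 uM) were applied to TMD8 dual-reporter cells for 4 h at 37C with doxycycline. Green/red ratio, after filter-overlap correction, defined %Activity; red signal alone was normalised to basal cells and zero luminescence.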
Coupling enz – inhibits coupling enzyme system, counter-screen for aldolase hits; coupling enzyme system counterscreen, AmpLite Red fluorescence; 290,000 tested, 0.67% active; activity change, negative = inhibition, % at 58.2 µM, hits read low; AID 2472; in the data active = activity change below about -30%; also: % is scaled to controls: 0 for no effect and ±100 for the full control effect
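Coupling enzymes only (glyceraldehyde-3-phosphate) + compound, at 57.5 uM final, 10 min RT; add substrate/coupling/AmpLite Red mix, 20 min RT; fluorescence ex 525/em 598 nm. Actives flag coupling-system interference.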
Starred values were filed as active, the others as inactive; [ ] = dose if it differs, or a comment. Unless noted, calls follow the shape of the dose curve; as a rule, active = well fitted curve in the direction sought with a large enough effect; inconclusive = small, poorly fitted or top-dose-only effect, or another doubt; inactive = no such curve, though single readings can be large; an effect the other way counts as inactive or inconclusive.

Results for CCN(CC)C(=O)N1CCN(S(=O)(=O)c2ccc(C)c(C)c2)CC1 ?
Giardia killer: 0; MLL CXXC-DNA inh: 6%; KCNH2 WT inh: 5; A-T KAP1 phos: 1%; TCR activator: 13%; Tb PFK block: -2%; GALK inh: -2%; BCR signal inh: 4%; Coupling enz: 4

How did O=C(NC(Cc1ccccc1)C(=O)O)/C(=C/c1ccc(Br)cc1)NC(=O)c1ccc(Br)o1 (configuration not stated) do in these assays?
Giardia killer: 41[activator]; MLL CXXC-DNA inh: -13%; KCNH2 WT inh: 0; A-T KAP1 phos: 2%; TCR activator: 8%; Tb PFK block: 5%; GALK inh: -7%; TSHR antag: -3; BCR signal inh: 9%

How did Cc1ccc(C)c(S(=O)(=O)N2CCN(C(=O)CCc3nc4ccccc4c(=O)[nH]3)CC2)c1 do in these assays?
Giardia killer: -12; KCNH2 WT inh: -3; A-T KAP1 phos: -8%; TCR activator: 5%; Tb PFK block: 0%; TSHR antag: 5; BCR signal inh: -4%

Results for COc1cc(C)nc(N(Cc2ccccc2)S(=O)(=O)c2ccccc2)n1 ?
Giardia killer: 5; MLL CXXC-DNA inh: 5%; KCNH2 WT inh: -1; A-T KAP1 phos: 12%; TCR activator: -5%; Tb PFK block: -9%; GALK inh: 0%; TSHR antag: -12; BCR signal inh: 6%; Coupling enz: 5

What do the screens show for `CCN(CC)C(=O)Cn1cnc2c1c(=O)n(C)c(=O)n2C`?
Giardia killer: -13; MLL CXXC-DNA inh: -1%; KCNH2 WT inh: -14; A-T KAP1 phos: 0%; TCR activator: -5%; Tb PFK block: -1%; GALK inh: -2%; TSHR antag: -5; BCR signal inh: -19%; Coupling enz: 0

How did O=[N+]([O-])c1ccc(-n2nncc2-c2ccccc2)cc1 do in these assays?
Giardia killer: 5; MLL CXXC-DNA inh: -4%; KCNH2 WT inh: 7; A-T KAP1 phos: 2%; Tb PFK block: 0%; GALK inh: 6%; TSHR antag: 35; BCR signal inh: -5%; Coupling enz: -4

Results for CCCCN(C(=O)c1ccc2c(c1)S(=O)(=O)N=C1CCCCCN12)c1c(N)n(CCCC)c(=O)[nH]c1=O ?
Giardia killer: -4; KCNH2 WT inh: -15; A-T KAP1 phos: 2%; TCR activator: 3%; Tb PFK block: 18%; TSHR antag: 6; BCR signal inh: 1%

What do the screens show for `CC(=O)N1c2ccc(S(=O)(=O)N(C)CC(=O)Nc3cccc(C)c3)cc2CC1C` (configuration not stated)?
Giardia killer: -7; MLL CXXC-DNA inh: -20%; KCNH2 WT inh: -15; A-T KAP1 phos: -2%; TCR activator: -1%; Tb PFK block: 0%; GALK inh: -1%; TSHR antag: 3; BCR signal inh: -17%; Coupling enz: 1

How did COc1ccc(CNc2ncnc(N)n2)cc1 do in these assays?
Giardia killer: 9; MLL CXXC-DNA inh: -13%; KCNH2 WT inh: 7; A-T KAP1 phos: -1%; TCR activator: 6%; Tb PFK block: 2%; GALK inh: -2%; TSHR antag: -4; BCR signal inh: -8%; Coupling enz: 0

Results for C=C1C[C@@]23CCC4[C@@](C)(CCC[C@@]4(C)C(=O)OC)C2CC[C@]1(OC(C)=O)C3 (some centres not stated) ?
Giardia killer: -20; KCNH2 WT inh: 4; A-T KAP1 phos: inconclusive; TCR activator: -5%; Tb PFK block: -3%; TSHR antag: -11; BCR signal inh: 4%

How did COc1cccc(OCC(O)CN2CCOCC2)c1 (configuration not stated) do in these assays?
Giardia killer: -9; MLL CXXC-DNA inh: 3%; KCNH2 WT inh: -7; A-T KAP1 phos: 5%; TCR activator: 5%; Tb PFK block: 0%; GALK inh: -2%; TSHR antag: 27; BCR signal inh: 0%; Coupling enz: -1

Results for O=C(O)/C=C1\CCCc2ccccc2C1O (configuration not stated) ?
Giardia killer: -23; KCNH2 WT inh: -20; A-T KAP1 phos: 7%; TCR activator: -6%; Tb PFK block: -8%; TSHR antag: -2; BCR signal inh: 5%

What do the screens show for `COc1ccc(S(=O)(=O)Nc2ccccn2)cc1C`?
Giardia killer: -2; MLL CXXC-DNA inh: -3%; KCNH2 WT inh: -26; A-T KAP1 phos: -2%; TCR activator: 2%; Tb PFK block: 3%; GALK inh: 1%; TSHR antag: -1; BCR signal inh: inconclusive; Coupling enz: 2

How did COC(=O)/C=c1/s/c(=C(\C#N)C(=O)NCc2ccco2)n(-c2ccc(C)cc2)c1=O do in these assays?
Giardia killer: 25; MLL CXXC-DNA inh: 20%; KCNH2 WT inh: 2; A-T KAP1 phos: -13%; TCR activator: 1%; Tb PFK block: 0%; GALK inh: 1%; TSHR antag: 6; BCR signal inh: -3%; Coupling enz: 0

What do the screens show for `COc1ccc(Cn2c3ccc(OC)cc3c3nc4ccccc4nc32)cc1`?
Giardia killer: 21; MLL CXXC-DNA inh: inconclusive; KCNH2 WT inh: 14; A-T KAP1 phos: 5%; TCR activator: 0%[46.1 µM]; Tb PFK block: -2%; GALK inh: 0%; TSHR antag: 20; BCR signal inh: 0%; Coupling enz: 0

What do the screens show for `O=C(c1ccco1)N1CCCN(Cc2cn[nH]c2-c2ccc(-c3ccccc3)cc2)CC1`?
Giardia killer: 11; MLL CXXC-DNA inh: 6%; KCNH2 WT inh: 23; A-T KAP1 phos: -3%; TCR activator: -4%; Tb PFK block: 5%; GALK inh: 5%; TSHR antag: -7; BCR signal inh: 1%; Coupling enz: 4

How did Cn1ncc2c(Nc3ccccc3Br)ncnc21 do in these assays?
Giardia killer: 5; MLL CXXC-DNA inh: 7%; KCNH2 WT inh: -5; A-T KAP1 phos: -19%; TCR activator: 3%; Tb PFK block: -1%; GALK inh: 1%; TSHR antag: -1; BCR signal inh: inconclusive; Coupling enz: 1

How did COc1ccc(-n2c(O)c(Cc3ccccc3)c(=O)n3nc(-c4ccccc4)c(=O)cc23)cc1 do in these assays?
Giardia killer: -11; MLL CXXC-DNA inh: 2%; KCNH2 WT inh: 6; A-T KAP1 phos: 4%; TCR activator: 4%[46.1 µM]; Tb PFK block: -7%; GALK inh: -6%; TSHR antag: -4; BCR signal inh: 17%; Coupling enz: 8

How did Cc1ccccc1C(=O)NC1CCN(CC(=O)Nc2ccc3c(c2)OCO3)CC1 do in these assays?
Giardia killer: -14; MLL CXXC-DNA inh: 2%; KCNH2 WT inh: 2; A-T KAP1 phos: 1%; TCR activator: 1%; Tb PFK block: -5%; GALK inh: 10%; TSHR antag: -2; BCR signal inh: -1%; Coupling enz: 0

How did CCOc1ccccc1NC(=O)C(=O)CC(=O)c1ccc(OC)cc1 do in these assays?
Giardia killer: -12; MLL CXXC-DNA inh: 3%; KCNH2 WT inh: -8; A-T KAP1 phos: -11%; TCR activator: 2%; Tb PFK block: -15%; GALK inh: 4%; TSHR antag: 10; BCR signal inh: 3%; Coupling enz: 1

How did C=C1CCC[C@]2(C)C[C@H]3OC(=O)C(CN4CC(C)OC(C)C4)[C@H]3C[C@@H]12 (some centres not stated) do in these assays?
Giardia killer: -9; MLL CXXC-DNA inh: -4%; KCNH2 WT inh: -13; A-T KAP1 phos: 0%; TCR activator: -1%; Tb PFK block: -5%; GALK inh: 8%; TSHR antag: -5; BCR signal inh: inconclusive; Coupling enz: -1

Results for CCOC(=O)c1c(C)cccc1OCC(N)=O ?
Giardia killer: -13; MLL CXXC-DNA inh: 1%; KCNH2 WT inh: 16; A-T KAP1 phos: -2%; TCR activator: -1%[46.1 µM]; Tb PFK block: 2%; GALK inh: 0%; TSHR antag: 1; BCR signal inh: -14%; Coupling enz: 1

Results for CC(C)(C)c1nc2cc(Cl)c([N+](=O)[O-])cc2o1 ?
Giardia killer: -7; MLL CXXC-DNA inh: -4%; KCNH2 WT inh: -2; A-T KAP1 phos: -3%; TCR activator: 4%; Tb PFK block: -2%; GALK inh: -1%; TSHR antag: -12; BCR signal inh: inconclusive; Coupling enz: -2

How did Cc1nc(SCC(=O)Nc2c(C)n(C)n(-c3ccccc3)c2=O)c(C#N)c(C)c1C do in these assays?
Giardia killer: -6; KCNH2 WT inh: 12; A-T KAP1 phos: 5%; Tb PFK block: -2%; TSHR antag: -5; BCR signal inh: 0%

Retrieved by structure from the entries so far (two):
How did Cc1nc(SCC(=O)Nc2c(C)n(C)n(-c3ccccc3)c2=O)c(C#N)c(C)c1C do in these assays?
Giardia killer: -6; KCNH2 WT inh: 12; A-T KAP1 phos: 5%; Tb PFK block: -2%; TSHR antag: -5; BCR signal inh: 0%

Results for CCOC(=O)c1c(C)cccc1OCC(N)=O ?
Giardia killer: -13; MLL CXXC-DNA inh: 1%; KCNH2 WT inh: 16; A-T KAP1 phos: -2%; TCR activator: -1%[46.1 µM]; Tb PFK block: 2%; GALK inh: 0%; TSHR antag: 1; BCR signal inh: -14%; Coupling enz: 1

Compound activity deposited in PubChem BioAssay by National Center for Advancing Translational Sciences (NCATS).
